# DT40 TDP1 no CPT: qHTS for Inhibitors of human tyrosyl-DNA phosphodiesterase 1 (TDP1): qHTS in cells in absence of CPT. AID 686978, 2013. DT40 Tdp1-/- hTDP1 cells, no CPT, ATP luminescence, 48 h. 15% of 420,000 active. Potency, µM (top dose mostly 46.2 µM), for the others: at the top dose activity change, negative = growth inhibition, most hits filed as inhibitors; further: nearly all actives have a fitted effect of over 55% in size
#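 Camptothecin absent (DMSO only). Human TDP1-complemented DT40 knockout cells, 400 cells/well, 37 °C for minimum 48 hr; ATP measured via CellTiter-Glo, 30 min dark incubation, luminescence.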
# DT40 TDP1 CPT: DT40-hTDP1 cell growth loss with CPT. chicken DT40 Tdp1-/-;hTDP1 cells + 20 nM CPT, ATP luminescence, 48 h. Potency, µM (doses to about 46.2 µM), inactives show at the highest dose activity change, negative = growth inhibition, hits mostly inhibitors. 12% of 420,000 active; further: nearly all actives have a fitted effect of over 55% in size
#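 Chicken DT40 Tdp1-/- cells stably complemented with human TDP1 were seeded at 400 cells/well in medium containing 20 nM camptothecin, exposed to pin-transferred compounds, and grown at 37 °C for at least 48 hr. Viability was read as ATP luminescence.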
# KAT2A inh: inhibitors of human GCN5L2 histone acetyltransferase. Q92830. GCN5L2 HAT assay, ThioGlo1 CoA-SH fluorescence. Potency, µM (highest dose often 58.9 µM), without a hit: at the highest dose activity change, negative = inhibition, most hits filed as inhibitors. 0.21% of 390,000 active. AID 504327
# Target sequence (Q92830 whole entry, looked up): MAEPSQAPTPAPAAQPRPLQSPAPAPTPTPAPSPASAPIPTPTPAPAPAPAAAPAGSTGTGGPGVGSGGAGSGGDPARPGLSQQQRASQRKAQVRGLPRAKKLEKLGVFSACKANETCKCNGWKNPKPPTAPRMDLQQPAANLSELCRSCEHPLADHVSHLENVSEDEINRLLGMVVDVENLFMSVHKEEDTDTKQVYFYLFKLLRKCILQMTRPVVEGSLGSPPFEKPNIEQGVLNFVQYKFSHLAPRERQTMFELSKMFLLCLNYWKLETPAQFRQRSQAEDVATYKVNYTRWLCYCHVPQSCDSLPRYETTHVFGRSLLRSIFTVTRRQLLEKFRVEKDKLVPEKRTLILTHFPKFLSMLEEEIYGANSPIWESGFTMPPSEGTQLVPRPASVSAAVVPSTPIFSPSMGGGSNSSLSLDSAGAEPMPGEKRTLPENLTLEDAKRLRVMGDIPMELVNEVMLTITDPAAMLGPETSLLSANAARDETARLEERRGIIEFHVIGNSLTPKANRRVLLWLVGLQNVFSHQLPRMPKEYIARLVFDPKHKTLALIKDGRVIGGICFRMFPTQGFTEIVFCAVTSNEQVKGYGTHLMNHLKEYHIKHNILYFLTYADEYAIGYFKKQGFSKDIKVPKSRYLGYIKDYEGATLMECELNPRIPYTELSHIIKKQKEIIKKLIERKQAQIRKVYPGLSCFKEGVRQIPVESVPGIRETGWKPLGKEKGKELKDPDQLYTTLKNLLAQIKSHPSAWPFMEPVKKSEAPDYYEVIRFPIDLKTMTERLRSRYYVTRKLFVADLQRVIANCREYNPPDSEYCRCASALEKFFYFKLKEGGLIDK
#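 ThioGlo1-coupled HAT assay: 20nM GCN5L2, 70uM acetyl-CoA, 75uM H3(1-25) peptide, pH 7.5. Fluorescence read at 340/540nm at start and after 20 min at room temperature.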
# Numbers without * were called inactive; ? = inconclusive; . = not tested or not shown; [ ] = remark or other dose. The call rests on the fitted dose curve; in most records, active means well fitted curve in the direction sought with a large enough effect; inconclusive means small, poorly fitted or top-dose-only effect, or another doubt; inactive means no such curve, though single readings can be large; an effect the other way counts as inactive or inconclusive. On the % scale 0 is the no-effect control and ±100 the full control effect; potency means the concentration at half of the fitted maximal effect.
# Start of the data: the first 3 entries (preview)
compound | DT40 TDP1 no CPT | DT40 TDP1 CPT | KAT2A inh
Cc1ccc2c(c1)=N/C(=N\c1[nH]c(O)c3ccccc13)N=2 | 3.66µM* | 4.11µM* | .
COc1ccc(OC)c(/C=C/C(=O)OCC(=O)NCc2ccco2)c1 | 3.8% | -5.6% | -12.1%
Cc1c(C(=O)NCc2cccc(Cl)c2)sc2ncnc(N(C)C3CCCCC3)c12 | ? | 20.6µM* | -1.4%

# The whole of this part, previewed entries included:
compound | DT40 TDP1 no CPT | DT40 TDP1 CPT | KAT2A inh
Cc1ccc2c(c1)=N/C(=N\c1[nH]c(O)c3ccccc13)N=2 | 3.66µM* | 4.11µM* | .
COc1ccc(OC)c(/C=C/C(=O)OCC(=O)NCc2ccco2)c1 | 3.8% | -5.6% | -12.1%
Cc1c(C(=O)NCc2cccc(Cl)c2)sc2ncnc(N(C)C3CCCCC3)c12 | ? | 20.6µM* | -1.4%
COc1ccc(/C=N/NC(=O)CCc2c(C)n[nH]c2C)cc1O | 6.9% | -21.8% | -14.3%[0.501 µM]
CCOC(=O)c1c(C)[nH]c(C)c1-c1ccccc1OC | ? | -12.0% | -0.3%
COc1ccc(CCNC(=O)CCCCn2c(=O)c3ccccc3n(CC(=O)Nc3ccccc3C)c2=O)cc1OC | 1.2% | -10.3% | -5.6%
CC(=O)c1c(C)n(-c2ccc(Cl)cc2)c2ccc(OC(=O)COc3ccccc3)cc12 | -14.6% | -22.4% | 1.5%
Cn1cccc1Cc1nnc(SCC(=O)N2CCN(c3ccccc3)CC2)n1-c1ccc(F)cc1 | ? | ? | 0.5%
COC(C[C@H]1O[C@H]1[C@@H](O)[C@H](C)OCc1ccccc1)OC | -4.0% | -0.1% | -6.2%
CC1(C)CC(N(Cc2ccccc2)C(=O)Cc2ccccc2)CCO1 (stereo not given) | -15.1% | -23.0% | -12.9%
COc1ccccc1C(CC(=O)Nc1nccs1)c1ccco1 (stereo not given) | 14.6µM* | ? | 1.0%
CC(C)CC(NC(=O)C1CCC(C)CC1)C(=O)Nc1cccnc1 (stereo not given) | -16.3% | 5.5% | -2.6%
O=C1CCc2cc(S(=O)(=O)Nc3ccc(C(F)(F)F)cc3)cc3c2N1CC3 | -17.8% | -19.0% | -9.9%
Cn1c(=O)c2c(nc(CN3CCc4ccccc4C3)n2CC(=O)c2ccccc2)n(C)c1=O | 25.9µM* | 18.4µM* | .
O=C(NC(=S)Nc1cccc([N+](=O)[O-])c1)C1CCCCC1 | 3.0% | -2.1% | -19.4%
Cc1cccn2c(=O)c(C(=O)NCCCN3CC(C)CC(C)C3)c(O)nc12 (stereo not given) | -17.8% | 14.1% | -0.4%
O=C(Nc1cccc(Cl)c1)c1cc(-c2ccco2)on1 | ? | -22.3% | -10.7%
CC(=O)Nc1ccc(S(=O)(=O)N(C)Cc2cnn(C)c2)cc1 | 16.4µM* | -29.4% | ?
COc1cccc(CN2CCN(Cc3ccc(O)cc3)CC2CCO)c1 (stereo not given) | -25.0% | -9.1% | -2.7%
COc1cc2[nH]ccc(=O)c2cc1OC | -1.6% | -24.1% | 0.8%
O=C(NC1CCCCC1)N1CCCC(c2nc3ccccc3[nH]2)C1 (stereo not given) | -8.1% | -18.1% | -0.1%
CCOC(=O)N1CCC(NC(=O)c2cnn(-c3cccc(C)c3)c2C2CCN(C(=O)OC(C)(C)C)CC2)CC1 | ? | 23.1µM* | -0.3%
O=C(NCCc1ccccc1)c1ccc(-c2ccccc2Cl)o1 | -9.3% | -5.6% | -6.9%
COc1ccccc1C(=O)n1nc(-c2ccco2)nc1N | ? | -3.8% | -1.6%
Cc1ccc(Cn2ncc3c(N4CCCC4)ncnc32)cc1 | ? | ? | 3.7%
C/C(N)=C(/C#N)C(=O)CSc1n[nH]c(-c2cccs2)n1 | -8.8% | ? | -4.2%
O=C1c2cccnc2C(=O)N1Cc1ccc(Cl)cc1 | -10.9% | -14.9% | -7.9%
COc1ccc(NS(=O)(=O)c2cc(NC(=O)c3ccc(=O)[nH]n3)ccc2N2CCOCC2)cc1 | ? | ? | -0.6%
COc1ccc(-c2nc3scc(CCNS(=O)(=O)c4ccc(F)cc4F)n3n2)cc1OC | 18.4µM* | ? | -1.3%
C/C(=N\NC(=O)c1ccc(N(C)C)cc1)c1cccnc1 | 9.7% | -12.1% | 0.3%
CCOC(=O)c1oc2c(CN3CCN(CCO)CC3)c(O)c(CC)cc2c(=O)c1-c1nc2ccccc2s1 | -7.2% | -5.9% | -18.2%
CN(C)c1ccc(CNC(=O)c2cc3ccccn3n2)cc1 | -10.6% | -11.2% | -9.1%
CN(C(=O)CSc1nc(C2CC2)n(-c2ccccc2)n1)C1CCS(=O)(=O)C1 (stereo not given) | 3.4% | 25.5% | -10.0%
O=[N+]([O-])c1cc(Cl)ccc1N1CCN(c2ccccc2O)CC1 | ? | 0.3% | -4.3%
O=C(CS(=O)(=O)c1cccc(Cl)c1)Nc1ccccc1Cl | -23.4% | 3.2% | 0.6%
COc1ccc(-n2cnnc2SCC(=O)N(C)C2CCS(=O)(=O)C2)cc1 (stereo not given) | -6.9% | -16.2% | -1.2%
CCOC(=O)C(C)Sc1nc(=O)n2cccc(C)c2n1 (stereo not given) | -1.1% | 1.1% | -1.7%
O=C(CSc1nnc(CNC(=O)c2ccc(F)cc2)o1)NCC1CCCO1 (stereo not given) | 1.3% | -8.6% | 0.6%
COc1cccc(CNC(=O)c2nc(Cn3nc(C)c(Br)c3C)no2)c1 | ? | -20.2% | -2.4%
Cc1cccc(NC(=O)c2ccc(S(=O)(=O)N3CCCCC3)cc2)c1 | -12.3% | -14.2% | ?
Brc1ccc(C2=Nc3ccccc3C(c3ccncc3)=NN2)cc1 | -10.1% | 2.6% | 0.8%
O=C1/C(=C\c2cccc(O)c2)SC(=S)N1Cc1ccccc1 | ? | ? | -16.7%
CCOC(=O)CC1C(=O)NCCN1C(=O)NC1CCCCC1 (stereo not given) | -8.4% | -7.2% | 10.9%
CCCCN1C2=NCCCN2c2cc(C)c(C)cc21 | 23.1µM* | 18.4µM* | 1.4%
Cc1ccc(C)c(-n2cc(-c3ccc(Cl)cc3)nc2SCC(=O)NC2CCS(=O)(=O)C2)c1 (stereo not given) | ? | ? | -7.1%
CCOC(=O)c1ccc(Nc2ncnc3ccccc23)cc1 | -28.3% | ? | -7.4%
COC(=O)c1ccccc1NC(=O)CSc1n[nH]c(-c2cccnc2)n1 | -0.6% | ? | -0.2%
CCOC(=O)C1CCCN(S(=O)(=O)c2ccc(Br)s2)C1 (stereo not given) | -14.0% | ? | -6.0%
CC(=O)N1c2ccc(S(=O)(=O)NCC3CCC(C(=O)Nc4ccc(C)cc4)CC3)cc2CC1C (stereo not given) | ? | ? | -4.3%
COCc1cc(/C=N\NC(=O)Cc2ccc(OC)cc2)ccc1OC | -10.4% | -9.7% | -2.1%
O=C(Nc1cccc(C(F)(F)F)c1)Nc1nnc([C@H]2C[C@H](O)[C@@H](CO)O2)s1 | -23.6% | ? | .
CCc1nc2ccc(C(=O)N(CC)CCN(C)C)cn2c1N(C)CCCc1ccccc1 | ? | ? | .
COc1cc2cc(C#N)c(SCC(=O)N3CCOCC3)nc2cc1OC | -36.5% | -6.2% | -12.7%
CCOc1ccc(CNC(=O)CCc2cn(CC)c3ccccc23)cc1 | ? | ? | 1.3%
Cc1cccc(OCCSc2cc(C)nc(N)n2)c1 | ? | ? | -1.1%
NC(=O)[C@H]1CC2(CC(c3cccc(NC(=O)[C@H]4CCC(=O)N4)c3)=NO2)CN1C(=O)c1cc([N+](=O)[O-])cc([N+](=O)[O-])c1 (stereo not given in full) | 2.0% | 19.5% | 22.6%
O=C(Nc1cc([N+](=O)[O-])c2[nH]c(=O)c3ccccc3c2c1)C(F)(F)F | 1.84µM* | 0.291µM* | .
CCOC(=O)Nc1ccc2nc(Sc3ccc(Cl)cc3)sc2c1 | 5.8µM* | 5.8µM* | -8.7%
Cc1ccc(NC(=O)COC(=O)c2ccco2)cc1S(=O)(=O)N1CCCCC1 | -25.0% | -12.7% | .
COc1ccc(CNC(=O)CCc2nc(-c3ccc(C)cc3)no2)c(OC)c1 | ? | ? | -2.4%

# Additional results:
compound | DT40 TDP1 no CPT | DT40 TDP1 CPT | KAT2A inh
CCc1ccccc1NC(=O)CC1Sc2ccc(C(F)(F)F)cc2NC1=O (stereo not given) | -22.2% | -7.4% | -2.1%
CC(C)CCNC(=O)COc1ccc(N(C)S(=O)(=O)c2ccc(F)cc2)cc1 | ? | ? | -10.4%
Cc1cc(C)cc(-n2c(SCC(=O)Nc3ccccc3F)nc3c(oc4ccccc43)c2=O)c1 | 7.31µM* | 16.4µM* | -6.2%
Cc1nc2ccccn2c1C(=O)NNC(=O)Nc1cccc(C(F)(F)F)c1 | -3.5% | 0.9% | -5.4%
CCCC(c1nnnn1Cc1ccc(F)cc1)N1CCN(C2CCCCC2)CC1 (stereo not given) | ? | 0.6% | -1.5%
COc1cc(NCC2COc3c(ccc(OC)c3OC)C2=O)c([N+](=O)[O-])cc1OC (stereo not given) | 18.4µM* | 18.4µM* | .
COc1cc(NC(=O)c2cccc(NC3=NC4CS(=O)(=O)CC4S3)c2)cc(OC)c1OC (stereo not given) | 0.6% | 2.0% | -2.2%
COc1ccc(/C(C)=N/OC/C(O)=C(\C#N)c2nc3ccccc3[nH]2)cc1 | 0.3% | -21.8% | -3.8%
CC1(c2nnc(-c3ccncc3)o2)CC(c2cccc(Cl)c2)=NO1 (stereo not given) | 1.3% | -2.4% | .
CS(=O)(=O)Nc1nnc(SCC(=O)N(c2ccccc2)c2ccccc2)s1 | -7.4% | 2.3% | -5.5%
CCOC(=O)[C@]12CCCC=C1N(Cc1ccc3c(c1)OCO3)C(=O)[C@H](CC(=O)N1CCN(C(=O)c3ccco3)CC1)C2 | ? | ? | .
CCOc1ccc(N(C)S(=O)(=O)c2ccc3[nH]cc(C(=O)NCC(OC)OC)c(=O)c3c2)cc1 | 25.9µM* | ? | -4.5%
COc1ccc(CCNC(=O)c2ccc(-c3cccc([N+](=O)[O-])c3)o2)cc1OC | 20.6µM* | ? | -4.3%
COC(=O)c1scc(C)c1-n1ccc(C(=O)C(=O)N(C)C)c1 | 1.9% | 13.4% | 1.2%
CCOC(=O)c1c(S(=O)(=O)NCc2cccs2)c(C)n(C)c1C | 5.9% | 0.1% | -3.8%
O=C(CCN1C(=O)c2ccccc2C1=O)Nc1ccc(F)cc1F | 2.0% | -26.2% | -13.2%
CCN1CCC(N(Cc2ccc(F)cc2)C(=O)Nc2ccc(C)c(F)c2)CC1 | ? | ? | 0.8%
Cc1cc2occ(CC(=O)NNC(=O)c3ccccc3)c2cc1C | 12.2% | -0.6% | 2.5%
CC1CCCN(S(=O)(=O)c2ccc(NC(=O)CN3CCN(C)CC3)cc2)C1 (stereo not given) | -3.3% | ? | -2.7%
CCC(=O)Nc1ccc(OC)cc1OC | ? | ? | -4.2%
CN(C(=O)COC(=O)CNC(=O)C12CC3CC(CC(C3)C1)C2)C1CCS(=O)(=O)C1 (stereo not given) | -23.0% | -4.8% | 0.2%
CC(C)CCN1CCN(C2CCN(c3ccccc3)CC2)CC1CCO (stereo not given) | 15.0% | -0.6% | -9.4%
COC(=O)C1=C(C)N(CCCC(=O)O)C(=O)NC1c1cc2c(cc1[N+](=O)[O-])OCO2 (stereo not given) | -14.3% | 2.8% | -0.8%
CC(C)(C)NC(=O)NC(=O)CN1CCN(S(=O)(=O)c2ccc3c(c2)CCCC3)CC1 | ? | ? | -8.9%
C/C=C(\C)C(=O)NCCN1C2=NC[C@H](C(C)C)N2C[C@@H]1Cc1ccc(OC)cc1 | -23.6% | ? | 1.3%
COCCn1c(SCC(=O)NN2C(=O)NC(C)(c3ccccc3)C2=O)nnc1-c1ccncc1 (stereo not given) | -3.8% | -7.3% | -0.8%
O=C(CNc1ccccc1Cl)c1ccc(Br)cc1 | ? | ? | -21.6%
O=C(c1ccc(NS(=O)(=O)c2cccc([N+](=O)[O-])c2)cc1)N1CCN(C(=O)c2ccco2)CC1 | 0.5% | -2.7% | -1.8%
CC(C)c1ccc(S(=O)(=O)Nc2ccc3c(c2)OCO3)cc1 | ? | ? | -11.7%
Cc1ccc(N2CCN(C3=NC(=O)/C(=C\c4cccs4)S3)CC2)cc1 | -22.3% | -11.5% | -28.5%
Cc1oc2c(c(C)cc3oc(=O)c(CC(=O)N[C@@H](CCCNC(N)=O)C(=O)O)c(C)c32)c1C | -17.6% | -15.1% | -32.8%
Cc1ccc(-c2ccnc(-n3ncc(C(=O)N4CCCCC4c4cccnc4)c3C3CC3)n2)o1 (stereo not given) | -2.9% | 15.0%[9.04 µM] | .
Cc1cccc(C(=O)Nc2ccc3nc(SCCOc4ccccc4)sc3c2)c1 | ? | ? | -7.8%

# Assay outcomes (PubChem BioAssay)

# An unsorted share of the library; 18% or so of the library scored in one or more.
